Vif-APOBEC3F blk: blocks the Vif interaction with APOBEC3F | AID 602313 | hit rate 0.2% among 390,000 | Potency, µM (series often up to 46.1 µM), inactives show at the top dose activity, negative = active | HeLa A3F-eYFP + Vif (tagged APOBEC3F with the HIV-1 protein that degrades it), YFP fluorescence increase; note: potency is the fitted concentration of half-maximal effect; % of control where 0% means no effect; nearly all actives have a fitted effect of over 65% in size
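Fluorescence increase (Ex 488/Em 500-530) after overnight compound treatment at 37 deg C flags inhibition of Vif-driven A3F-eYFP loss in stable HeLa A3F-eYFP/Vif cells seeded overnight beforehand.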
Vif-APOBEC3G blk: Vif-A3G binding inhibition. Q9HC16. HeLa A3G-eYFP + Vif (tagged APOBEC3G with the HIV-1 protein that degrades it), YFP fluorescence, overnight. Potency, µM (titrated, usually from 46.1 µM), for inactives: top-dose activity, negative = active, actives largely listed as inhibitors. hit rate 0.076% among 410,000;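 note: potency is the fitted concentration of half-maximal effect; % is set by controls: 0 for no effect and ±100 for the full control effect; nearly all actives have a fitted effect of over 60% in size; hits raise eYFP signal because A3G escapes Vif-driven loss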
Target sequence (Q9HC16 whole entry, looked up): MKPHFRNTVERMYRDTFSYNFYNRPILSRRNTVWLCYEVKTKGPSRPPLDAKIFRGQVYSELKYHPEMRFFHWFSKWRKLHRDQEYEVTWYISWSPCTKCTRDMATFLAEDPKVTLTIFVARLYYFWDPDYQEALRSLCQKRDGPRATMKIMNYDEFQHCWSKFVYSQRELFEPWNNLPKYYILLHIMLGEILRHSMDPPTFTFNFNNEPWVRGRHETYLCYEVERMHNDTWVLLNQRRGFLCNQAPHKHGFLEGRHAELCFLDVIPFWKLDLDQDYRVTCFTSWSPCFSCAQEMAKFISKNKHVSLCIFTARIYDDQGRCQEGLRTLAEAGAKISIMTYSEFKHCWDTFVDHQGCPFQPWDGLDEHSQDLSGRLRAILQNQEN
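HeLa cells stably expressing Vif and C-terminally eYFP-tagged A3G, seeded overnight at 37 deg C, then exposed to compound by pintool overnight at 37 deg C. Rise in yellow fluorescence (Ex 488/Em 500-530, Acumen) marks blocked Vif-driven A3G degradation.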
D2 potentiator: positively modulates the human D2 dopamine receptor allosterically; AID 485347; hit rate 0.34% among 340,000; potentiation, % at 10 µM; HEK293 T-REx D2, calcium flux, EC20 dopamine potentiation; P14416;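 active = potentiation over 3 SD above the plate norm, cut at about 30% in these data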; note: 0% is about no effect
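Tetracycline-induced Hek293 Trex D2 cells, force-coupled to calcium, loaded with no-wash calcium dye. Compound added with 180 s kinetic read for agonism, then EC20 dopamine and a further 180 s read for potentiation.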
D1 antag: blocks dopamine activation of the human D1 receptor; P21728; HEK293 TREx D1 cells, calcium flux, dopamine EC80; stronger effect = lower value; activity change, negative = inhibition, % at 10 µM; hit rate 3.2% among 360,000; AID 504652; in the data active = activity change below about -30%; note: % is set by controls: 0 for no effect and ±100 for the full control effect
Target sequence (P21728 whole entry, looked up): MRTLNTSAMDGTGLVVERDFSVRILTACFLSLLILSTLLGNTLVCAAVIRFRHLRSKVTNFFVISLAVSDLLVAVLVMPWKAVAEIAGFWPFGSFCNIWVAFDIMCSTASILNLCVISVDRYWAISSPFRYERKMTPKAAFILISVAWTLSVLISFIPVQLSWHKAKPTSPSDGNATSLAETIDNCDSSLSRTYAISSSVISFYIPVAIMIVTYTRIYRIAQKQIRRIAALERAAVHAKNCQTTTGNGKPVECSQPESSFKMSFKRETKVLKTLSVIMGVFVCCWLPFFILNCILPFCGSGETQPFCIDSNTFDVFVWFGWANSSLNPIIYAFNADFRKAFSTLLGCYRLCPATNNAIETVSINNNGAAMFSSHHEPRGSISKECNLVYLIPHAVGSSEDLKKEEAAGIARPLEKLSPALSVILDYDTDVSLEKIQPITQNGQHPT
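Tetracycline-induced HEK293 T-REx cells with force-coupled D1 receptor were loaded with a no-wash calcium dye. Compound was added after a 10 s baseline and read kinetically for 180 s; EC80 dopamine was then added and calcium flux followed another 180 s.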
GRP78 ERSR act: induces the endoplasmic reticulum stress response in human glioma cells; U87-MG GRP78 promoter luciferase reporter, 16 h; Potency, µM, for the others: at the highest dose activation, most hits filed as activators; hit rate 0.02% among 420,000; note: potency is the fitted concentration of half-maximal effect; series mostly up to about 76 µM; % of control where 0% means no effect; nearly all actives have a fitted effect of over 35% in size
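Stably transfected U87-MG glioma cells carrying a GRP78-based luciferase sensor; 16 h compound incubation. Luminescence end-point read 10 min after Bright-Glo addition at room temperature.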
RXFP1 antag: blocks the human relaxin receptor RXFP1 | Q9HBX9 | HEK293-RXFP1, relaxin-stimulated cAMP HTRF, 30 min; stronger effect = lower value | activity change, negative = inhibition, % at 57.5 µM | hit rate 0.59% among 350,000 | AID 1259400;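 active = activity change of -60% or lower, but not beyond a set lower limit; inconclusive = change between -60% and -40%, or beyond the set limit; inactive = change above -40%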; note: % is set by controls: 0 for no effect and ±100 for the full control effect
D1 PAM: human D1 dopamine receptor positive modulation; P21728; HEK293 TREx D1 cells, calcium flux, dopamine EC20 potentiation; potentiation, % at 10 µM; hit rate 0.036% among 360,000; AID 504651; in the data active = potentiation above about 30%; note: 0% is about no effect
D1 ag: human D1 receptor agonism. HEK293 T-REx D1 cells, calcium flux, agonist mode. hit rate 1% among 360,000. activation, % at 2 µM. P21728; in the data active = activation above about 30%; note: 0% is about no effect
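Agonism was scored from calcium flux recorded over 180 s (1 read/s) after pintool compound addition, following a 10-cycle baseline. Cells were inducible force-coupled HEK293 TREx D1, plated overnight at 30 C and loaded with no-wash calcium dye.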
RXFP1 ag: activates the human relaxin receptor RXFP1; hit rate 0.3% among 370,000; HEK293T-RXFP1 cAMP TR-FRET, 30 min; response scale: percent of porcine relaxin response, buffer zero; Potency, µM (titrated, usually from 57.5 µM), for inactives: top-dose activation, most hits filed as activators; Q9HBX9; note: potency is the fitted concentration of half-maximal effect; % is set by controls: 0 for no effect and ±100 for the full control effect; nearly all actives have a fitted effect of over 60% in size; many of its hits are not listed in these tables
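HEK293 cells stably expressing RXFP1, treated 30 min at 37C with compounds plus PDE4 inhibitor Ro 20174; cAMP measured by HTRF TR-FRET. Normalized to buffer and 29 nM porcine relaxin; EC50 by Hill fit.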
* hit, by the source's call; ? = inconclusive; · = not tested or not shown; & = joins results of further samples. Unless noted, calls come from the whole dose curve; as a rule, active = well fitted curve in the direction sought with a large enough effect; inconclusive = small, poorly fitted or top-dose-only effect, or another doubt; inactive = no such curve, though single readings can be large; an effect the other way counts as inactive or inconclusive. An excerpt. The share of hits here may be higher or lower than overall.

SMILES	Vif-APOBEC3F blk	Vif-APOBEC3G blk	D2 potentiator	D1 antag	GRP78 ERSR act	RXFP1 antag	D1 PAM	D1 ag	RXFP1 ag
O=S(=O)(NCc1ccncc1)c1ccc(Br)s1	1%	1%	·	-23	-5%	7	-2	22	-0.9%
CCCn1c(SC(C)C(=O)O)nc2ccccc21 (configuration not stated)	0%	1%	2	11	-3%	7	4	7	-0.2%
COc1ccc(NC(=O)/C(=C\c2ccc3c(c2)OCO3)NC(C)=O)cc1	3%	0%	-7	16	3%	8	-8	4	-0.5%
O=C(Nc1ccccc1N1CCCC1)c1ccc(N2CCCC2=O)cc1	5%	0%	0	-29	-1%	-8	-6	2	-1.7%
CCc1ccc(C(=O)N/N=C(\C)c2cccnc2)s1	-16%	-5%	0	0	-3%	-4	17	1	1.6%
CC(C)(C)c1ccc(OCCn2nc(C(=O)O)c3ccccc3c2=O)cc1	2%	3%	6	8	2%	-36	15	6	0.7%
COc1cc(NC(=O)c2cc(S(=O)(=O)N3CCCCC3)c[nH]2)cc(OC)c1	-1%	0%	-5	-2	-1%	·	1	7	-2.2%
CCOC(=O)c1cnc(-n2nc(C)cc2C)nc1Nc1cccc(C(C)=O)c1	1%	0%	·	·	0%	-5	·	·	·
O=S(=O)(c1ccc2nc(-c3ccco3)c(-c3ccco3)nc2c1)N1CCOCC1	2%	-2%	17	9	-1%	-22	-8	3	1.1%
COc1cccc(C(=O)NCC(=O)OCC(=O)C(C)(C)C)c1	-11%	4%	2	2	-2%	-4	-2	3	0.2%
CCCCNC(=S)Nc1cccc(S(=O)(=O)NC2=NCCC2)c1	0%	-1%	-5	7	-4%	-11	-6	17	0.5%
CCCn1c(SCC(=O)NC)nc2sc3c(c2c1=O)CCC3	-1%	0%	·	-11	-4%	-5	-1	0	0.2%
CCOC(=O)c1ccc(NS(=O)(=O)c2ccc3c(c2)NC(=O)CCS3)cc1	12%	0%	-3	26	-9%	-5	3	2	1.8%
Cc1ccc(S(=O)(=O)NC2c3cccc4cccc(c34)C2Sc2n[nH]c(N)n2)cc1 (configuration not stated)	1%	-7%	-6	-2	-5%	-15	4	2	0.1%
CS(=O)(=O)N1CCN(c2ccc(NC(=O)COc3ccccc3)cc2)CC1	9%	1%	·	15	-3%	-14	6	6	-1.6%
Cc1ccc(NC(=O)c2cc(-c3ccc(C)o3)nc3ccccc23)cc1	0%	-9%	·	-26	1%	-4	-8	1	4.4%
C/C(CC(=O)Nc1ccc(Cl)cc1C(F)(F)F)=N\NC(=O)c1ccccn1	-4%	-4%	3	2	-2%	-7	6	6	-2.3%
c1ccc(-c2n[nH]c(-c3ccccn3)n2)nc1	1%&-16%	0%&-2%	-12&3	15&23	-3%&-9%	4&-19	3&3	1&2	0.8%&-1.4%
Cn1cc(CN2CCC(C(=O)Nc3ccc(Oc4ccccc4F)cc3)CC2)cn1	-4%	-1%	5	-5	-1%	9	-14	10	1.0%
CCOc1ccc(CN2CCc3nc(N4CCN(c5ncccn5)CC4)ncc3C2)cc1OC	-2%	5%	-3	11	-2%	-29	0	-1	0.5%
O=C(O)c1ccccc1NC(=O)c1ccccc1Nc1ccccc1	2%	-5%	-17	-17	2%	-14	1	0	-0.3%
CC(=O)N1CCN(C(=O)COc2ccccc2C(=O)Nc2ccccc2)CC1	?	0%	0	4	-1%	8	-6	3	1.5%
O=C(O)CSc1nnnn1C1CCCCC1	-8%	-6%	-1	7	-3%	-19	-4	3	-1.4%
CCCc1c(O)nc(SC2CC(=O)N(c3ccc(C)c(Cl)c3)C2=O)[nH]c1=O (configuration not stated)	-3%	-4%	·	·	-3%	4	·	·	·
COc1ccccc1CC(=O)Nc1ccc2nc(N3CCC(C)CC3)cc(C)c2c1	1%	0%	11	-3	1%	·	1	-1	1.4%
O=C(Nc1cccc(Cl)c1)C1CCCN(S(=O)(=O)c2ccc(F)cc2)C1 (configuration not stated)	-1%	1%	3	-14	-3%	-5	2	9	-0.1%
CC1CCCCC1NC(=O)CO/N=C/c1ccc(OC(F)F)cc1 (configuration not stated)	2%	0%	-6	·	-3%	-4	-4	-2	0.2%
CC(C)c1ccc(NC2(C#N)C(=O)Nc3ccccc32)cc1 (configuration not stated)	2%	0%	-14	-22	8%	-6	-6	1	0.1%
C=CCc1ccc(OCCOCCN(C)C)c(OC)c1	7%	0%	31*	-5	-4%	-1	-2	1	1.0%
Cn1c(Cc2ccccc2)nnc1SCCC(=O)Nc1ccccc1	0%	1%	0	-10	-5%	3	-2	0	0.2%
CCn1cc(C(=O)NCc2ccccc2)c(=O)c2cc(F)c(N3CCN(C(=O)c4ccco4)CC3)cc21	-2%	-18%	-1	5	-8%	-3	-3	0	3.0%
CCCN(CC1CC1)C(=S)Nc1ccc(C(C)=O)cc1	-1%	2%	6	-3	-1%	9	3	0	-0.5%
CC(=O)Nc1ccc(NC(=O)N2CCOCC2)cc1	1%	2%	·	·	-6%	-4	·	·	·
Cc1ccc(-c2cc(C(F)F)n3ncc(C(=O)NN4CCCCC4)c3n2)cc1	1%	2%	20	-9	-2%	0	3	1	0.8%
O=C(Nc1c2c(nn1-c1ccccc1)CS(=O)C2)c1ccc(Br)o1 (configuration not stated)	4%	4%	20	10	-3%	10	2	1	0.1%
CCC(=O)c1ccc(OCC(=O)OCC(=O)Nc2cccc(S(=O)(=O)N3CCCC3)c2)cc1	1%	1%	2	-17	-7%	-3	·	17	1.5%
CCNc1nc(OC)nc(N(OC)S(=O)(=O)c2ccc(C)cc2)n1	-7%	4%	-2	4	2%	4	4	2	-1.5%
COc1cccc(C(=O)Nc2cc(C)on2)c1	-4%	-4%	·	·	-1%	-3	·	·	·
COc1cccc(C(=O)NCCS(=O)(=O)NCc2ccc(Cl)cc2)c1	1%	2%	-1	-6	-6%	-4	-7	2	-0.5%
COc1ccccc1-c1cc(C(=O)NC(C)c2ccccc2)no1 (configuration not stated)	-9%	1%	-26	-42*	-1%	2	-15	10	-1.0%
COc1ccc(NC(=O)CN2CCN(S(=O)(=O)c3ccc(F)cc3)CC2)cc1Cl	5%	0%	4	-16	-6%	3	-13	2	-0.8%
CCCCOc1ccc(-c2cc(C(=O)NNC(=S)NCC)c3ccccc3n2)cc1	0%	-21%	12	-12	-7%	29	-8	-2	-2.8%
CC(C)(C)C(=O)Nc1ccc(S(=O)(=O)NC2=NCCCCC2)cc1	-2%	0%	17	-4	0%	5	-3	1	-0.6%
COc1cccc(-c2nnc(-c3ccco3)o2)c1	8%	-1%	3	24	-9%	-19	0	0	0.4%
CCCn1cnc2c(SCc3ccc(Cl)cc3)nc(N)nc21	-4%	-12%	·	·	0%	8	·	·	·
CCn1c(O)c(/C=N/N=C2CCCC2)c2ccc(C3=NNC(=O)CC3)cc21	?	0%	9	-1	1%	-4	1	1	2.7%
Cc1noc(C)c1C(=O)OC(C)C(=O)Nc1ccc([N+](=O)[O-])cc1C(F)(F)F (configuration not stated)	-10%	2%	·	·	-2%	3	·	·	·
CCCCN(N=Nc1nonc1OC)c1nonc1OC	-17%	-12%	11	-9	-3%	-11	1	0	-0.5%
O=C(Nc1ccc2c(c1)OCCO2)c1cc2sccc2n1Cc1ccccc1	-8%	9%	-4	-11	-6%	-6	-8	2	1.6%
CC1=C(C(=O)N2CCOCC2)CC(CC(=O)NCCN2CCOCC2)C(=O)N1CCC1=CCCCC1 (configuration not stated)	6%	-8%	·	·	-5%	-17	·	·	·
Cc1ccc(N=CC2=C(O)CC(c3ccccc3Cl)CC2=O)cc1 (configuration not stated)	0%	3%	6	-25	-2%	-6	-5	4	0.6%
CCn1cc(-c2cc(C(=O)O)c3ccccc3n2)c(C)n1	3%	-5%	-4	24	-1%	7	-4	8	4.3%
O=C(NN1C(=O)C2C3C=CC(C4CC34)C2C1=O)c1ccccc1Cl (configuration not stated)	5%	0%	-8	9	-5%	-2	-11	3	-0.5%
CN=C1SC(CC(=O)Nc2cccc(Cl)c2Cl)C(=O)N1C (configuration not stated)	-16%	0%	3	0	-2%	2	-3	3	2.6%
O=C(CSc1nccn1Cc1ccccc1)NCc1ccc(F)cc1	5%	-1%	8	5	-3%	·	-3	1	-1.0%
Cc1sc(NC(=O)CN2CCOCC2)c(C#N)c1C	0%	3%	-11	-18	4%	2	-3	5	4.0%
Cc1ccc(/C=N/NC(=O)c2cccc(S(=O)(=O)Nc3cccc(Cl)c3)c2)o1	-9%	0%	4	-3	?	-5	-3	4	3.5%
Cn1c(CNC(=O)c2ccccc2F)nnc1SCc1ccc(F)cc1	-11%	-1%	14	27	-4%	-5	-2	6	0.1%
COc1cccc(NC(=O)CN(C)C(=O)C2=COCCO2)c1	3%	1%	·	-7	-2%	-2	-6	5	-0.6%
CCCNS(=O)(=O)c1ccc(CCC(=O)Nc2ccc3c(c2)OCO3)cc1	4%	1%	-2	-4	-5%	8	2	2	2.1%

(listing goes on)
SMILES	Vif-APOBEC3F blk	Vif-APOBEC3G blk	D2 potentiator	D1 antag	GRP78 ERSR act	RXFP1 antag	D1 PAM	D1 ag	RXFP1 ag
CCOc1cc(N2CCOCC2)c(OCC)cc1NC(=O)Cn1nc(C)c([N+](=O)[O-])c1C	-1%	-5%	7	8	-4%	1	-3	1	2.1%
CCn1cc(CN2CCCC(CO)(Cc3cccc(Cl)c3)C2)cn1 (configuration not stated)	5%	3%	-9	7	0%	-26	2	1	-0.9%
Oc1ccc(-c2cn3cc(C(F)(F)F)ccc3n2)cc1	-1%	-4%	6	0	-10%	-5	-6	3	0.2%
O=C1NC(=O)C(c2ccccc2)(c2ccccc2)N1S(=O)(=O)c1ccccc1	5%	-1%	·	·	-4%	5	·	·	·
Cc1ccc(-c2[nH]ncc2CN2CCN(C(=O)c3cccs3)CC2)cc1C	-7%	-1%	-32	4	-3%	4	-3	-1	-1.2%

In a second layout: results already given
SMILES,Vif-APOBEC3F blk,Vif-APOBEC3G blk,D2 potentiator,D1 antag,GRP78 ERSR act,RXFP1 antag,D1 PAM,D1 ag,RXFP1 ag
CCn1cc(CN2CCCC(CO)(Cc3cccc(Cl)c3)C2)cn1 (configuration not stated),5%,3%,-9,7,0%,-26,2,1,-0.9%
CCOc1cc(N2CCOCC2)c(OCC)cc1NC(=O)Cn1nc(C)c([N+](=O)[O-])c1C,-1%,-5%,7,8,-4%,1,-3,1,2.1%

Compound activity (PubChem BioAssay)
